Compound activity (PubChem BioAssay)
HPDE-C7 cytotoxicity – HPDE-C7 pancreatic duct cell viability loss – fluorescence, HTS (AID 430); HPDE-C7 pancreatic duct cells viability, fluorescence; higher % means a stronger effect; cytotoxicity, % at 10 µM; hits with a dose series show EC50 in µM; hit rate 1.8% among 63,000;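 also: cells exposed to compound for 48 hours before viability readout; 0% = vehicle and 100% = reference cytotoxic drug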
KRASV12 cytotoxicity – viability loss of HPDE-C7K cells – cell-based, fluorescence, HTS, primary screen (AID 431) | HPDE-C7K KRASV12 cells, Alamar Blue viability, 48 h; higher % means a stronger effect | cytotoxicity, % at 10 µM; hits with a dose series show EC50 in µM | hit rate 1.7% among 63,000;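 active = compounds whose percent cytotoxicity in the single-dose primary screen, scaled between solvent and toxic-drug controls, exceeds 50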;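 also: 0% = DMSO solvent wells and 100% = doxorubicin-treated wells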
Bfl-1 inhibitors – displacement of Bid BH3 peptide from Bfl-1 – biochemical, fluorescence polarization, FITC-Bid, mouse, primary screen (AID 432). hit rate 0.02% among 64,000. FITC-Bid BH3 peptide fluorescence polarization displacement; higher % means a stronger effect. displacement, % at 20 µM, or IC50 in µM where a hit was titrated; in the data active = a potency from the dose series; inactive = the rest, 99 in 100 with displacement below about 15%; also: strong numbers were not always called active
Spn DPM-DC inh – inhibitors of Streptococcus pneumoniae diphosphomevalonate decarboxylase. purified DPM-DC, PK/LDH coupled NADH fluorescence. calls only at 10 µM. hit rate 0.49% among 65,000;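 active = the 320 compounds with the highest percent inhibition in the single-dose primary screen, excluding strongly autofluorescent ones, cut at about 32% in these data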;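 also: kinetic rate of NADH fluorescence loss reporting ADP formed by the decarboxylase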
TNAP inhibition – inhibition of tissue-nonspecific alkaline phosphatase – biochemical, luminescent (AID 518) | purified TNAP enzyme, luminescent substrate readout; higher % means a stronger effect | one-dose inhibition, % at 20 µM; IC50 in µM for titrated hits | hit rate 0.09% among 64,000; in the data active = a potency from the dose series; inactive = the rest, 99 in 100 with inhibition below about 22%;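 also: plate controls were vehicle for no effect and reference inhibitor for full effect; many of its hits are not listed in these tables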
PMK inhibit – S. pneumoniae PMK inhibition. purified PMK, PK/LDH-coupled NADH absorbance 340 nm. inhibition, % at 10 µM. hit rate 0.49% among 65,000. AID 539;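 active = top-ranked compounds by inhibition in the single 10 µM screen, taking a fixed number of the strongest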;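 also: 0% = full reaction with DMSO carrier and 100% = background rate without enzyme reaction; no value below 0 was filed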
HT1080 viability – HT1080 cell viability loss – fluorescence readout (AID 620); HT1080 viability, fluorescence; higher % means a stronger effect; cytotoxicity, % at 10 µM, or EC50 in µM where a hit was titrated; hit rate 0.42% among 87,000;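 also: cells exposed to compound overnight then 4 h with Alamar Blue; 0% = vehicle DMSO and 100% = killing control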
LYP inhibition – LYP phosphatase inhibitors, primary screen, biochemical, DiFMUP fluorescence, recombinant catalytic domain, 10 µM (AID 606). recombinant LYP catalytic domain, DiFMUP fluorescence; higher % means a stronger effect. inhibition, % at 10 µM, or IC50 in µM where a hit was titrated. 52,000 tested, under 10 active;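 active = IC50 under 40 µM in the dose-response test; inactive = IC50 of 40 µM or more, or never dose-tested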
Spn MK inh – blocks S. pneumoniae mevalonate kinase. purified MK, PK/LDH-coupled NADH absorbance 340 nm. inhibition, % at 10 µM. hit rate 0.48% among 65,000;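 active = ranked among the strongest by inhibition in the single 10 µM screen, a fixed top-ranked set picked for dose follow-up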; also: no value below 0 was filed
PMK inhibit pilot replicates – also measured in PMK inhibit; calls as there; inhibition, %; measured here: pilot screen replicates
Spn MK inh pilot replicates – recorded beside Spn MK inh, whose call it bears; inhibition, %; measured here: pilot screen replicates
Spn DPM-DC inh pilot screen % – second read-out of Spn DPM-DC inh, no call of its own (marks repeat the call); inhibition, %; measured here: pilot screen trials
An asterisk follows results filed as active; i = inactive; . = not tested or not shown; + = active, no number. Rule as the data show it, unless noted: active = cytotoxicity above about 50%; inactive = the rest.

SMILES	HPDE-C7 cytotoxicity	KRASV12 cytotoxicity	Bfl-1 inhibitors	Spn DPM-DC inh	TNAP inhibition	PMK inhibit	HT1080 viability	LYP inhibition	Spn MK inh	others
Cc1cc(C)cc(N2C(=O)CC(N3CCOCC3)C2=O)c1 (stereo not drawn)	-3%	1%	-2%	i	20%	11	1%	.	18	PMK inhibit pilot replicates=4.5;Spn MK inh pilot replicates=0.0;Spn DPM-DC inh pilot screen %=0.0
Cn1c(NC(=O)c2ccco2)c(-c2ccccc2)c(=O)c2ccccc21	.	.	-6%	i	14%	8	-5%	10%	10
O=S(=O)(c1ccc2c(c1)OCCO2)N1CCN(Cc2ccc3c(c2)OCO3)CC1	-8%	-4%	-3%	i	3%	10	1%	6%	10	PMK inhibit pilot replicates=2.5;Spn MK inh pilot replicates=7.5;Spn DPM-DC inh pilot screen %=0.5
COc1ccc(OC)c(-n2c(SCC(N)=O)nnc2-c2c[nH]c3ccccc23)c1	2%	-7%	-3%	i	1%	4	10%	8%	9
CCn1ncc(Br)c1C(=O)Nc1cc(C(=O)OC)ccc1C(=O)OC	-12%	-9%	-11%	i	9%	7	-8%	10%	3
Nn1c(Nc2ccccc2)nc2sc3c(c2c1=O)CCC3	58%*	61%*	3%	i	6%	7	-1%	10%	8
N#Cc1nc(Cc2cccc3ccccc23)oc1N1CCOCC1	-29%	-29%	-9%	i	6%	14	3%	.	7
Cc1cc(C(=O)CSc2nnc(-c3ccncc3)n2-c2ccccc2)c(C)n1C	20%	9%	3%	i	8%	0	6%	.	0
O=C(NCCCNCc1ccccc1)/C(=N\O)c1ccccc1	-3%	1%	5%	i	7%	6	-10%	1%	0
COc1ccc2oc(=O)c(C(=O)N3CCCc4ccccc43)cc2c1	-1%	8%	0%	i	8%	19	.	0%	0
O=C(NCCCn1ccnc1)C(Cc1ccccc1)N1C(=O)c2ccccc2C1=O (stereo not drawn)	-8%	-9%	-3%	i	12%	2	9%	7%	8
COC(=O)c1cc2c(=O)n3ccccc3nc2n(C)c1=N	-10%	-2%	-4%	.	0%	8	10%	18%	1
c1ccc(-n2c(SCc3ccncc3)nnc2-c2ccco2)cc1	-21%	-11%	-6%	i	8%	8	6%	.	9
CCOC(=O)N1CCC(NC(=O)c2cccc3c2C(=O)N(Cc2cccnc2)C3)CC1	-10%	-17%	-7%	i	5%	15	-8%	.	8
Cc1cccc(C)c1OCc1nnc(SCC(=O)NCc2ccccc2)o1	4%	-6%	-4%	i	12%	3	-7%	2%	7
COc1ccc(CN2CCN(C(=O)C3CC(=O)N(C4CCCCCC4)C3)CC2)c(OC)c1OC (stereo not drawn)	-2%	-8%	-11%	i	5%	19	1%	-22%	0
O=C(NCc1ccc2c(c1)OCO2)c1ccc(CS(=O)(=O)c2ccc(Br)cc2)o1	-5%	-3%	-9%	i	7%	0	-3%	2%	6
CN(c1ccccc1)S(=O)(=O)c1ccc(C(=O)OCC(=O)N2CCOCC2)cc1	-9%	8%	-4%	i	11%	0	-2%	.	0	PMK inhibit pilot replicates=1.0;Spn MK inh pilot replicates=0.0;Spn DPM-DC inh pilot screen %=0.0
CCn1c(=N)n(CCO)c2ccccc21	12%	1%	-8%	i	8%	11	20%	11%	0
O=C(CCCNS(=O)(=O)c1cccc2nsnc12)NC1CCCCC1	-17%	-14%	-5%	i	6%	17	-9%	-13%	4
CCOC(=O)c1c(NC(=O)CN2CCCCC2)sc2c1CCN(C(=O)OCC)C2	46%	32%	-5%	i	8%	0	-15%	.	7
CCOC(=O)Nc1ccc(S(=O)(=O)Nn2cnnc2)cc1	-3%	-8%	3%	i	4%	14	-1%	3%	5
CCN(CC)C(=O)CSc1nnc(-c2ccccc2)n1N	-2%	8%	-5%	i	10%	0	3%	4%	4
O=C1CSC(c2nn(-c3ccccc3)cc2-c2cc3ccccc3oc2=O)N1Cc1ccco1 (stereo not drawn)	16%	7%	-5%	.	12%	14	-1%	.	8
O=C(NCc1ccccc1)C1CC2CCCC(C1)C2=O (stereo not drawn)	5%	2%	-1%	i	8%	0	3%	-4%	6

(further entries)
SMILES	HPDE-C7 cytotoxicity	KRASV12 cytotoxicity	Bfl-1 inhibitors	Spn DPM-DC inh	TNAP inhibition	PMK inhibit	HT1080 viability	LYP inhibition	Spn MK inh	others
CCNc1nc2c(c(=O)n(C)c(=O)n2C)n1Cc1ccc(Cl)cc1	4%	-1%	4%	i	13%	12	.	12%	2
Cc1ccc(C(=O)Nc2nccs2)cc1S(=O)(=O)N1CCCCC1	5%	-4%	-1%	i	13%	11	-5%	6%	0
CCCNS(=O)(=O)c1ccc(CCC(=O)N2CCOCC2)cc1	-5%	4%	-1%	i	2%	11	-3%	.	3
O=C(O)CCCCCN1C(=O)CSC1=S	-2%	-1%	20%	i	4%	3	-9%	10%	10
Cn1cccc1Cc1nnc(SCC(=O)NC2CCCCC2)n1CCc1ccccc1	-1%	-9%	-1%	i	0%	7	-13%	9%	11
O=C(Cn1nc(Cc2ccncc2)c2ccccc2c1=O)N1CCN(C(=O)c2ccco2)CC1	14%	13%	3%	i	18%	12	6%	5%	5	PMK inhibit pilot replicates=1.0;Spn MK inh pilot replicates=0.0;Spn DPM-DC inh pilot screen %=0.0
CC(C)(CO)NS(=O)(=O)c1ccc2c(c1)oc(=O)c1cc(S(=O)(=O)NC(C)(C)CO)ccc12	-4%	3%	-2%	i	14%	10	5%	6%	0
Cc1ccc(C)c(-n2c(CNc3ccc(F)cc3)nnc2SCC(N)=O)c1	-3%	10%	6%	i	6%	22	6%	8%	2
Nc1ccc2oc(CCc3ccccc3)nc2c1	11%	11%	-5%	i	17%	12	2%	.	7
COc1ccc(N2CCN(c3oc(COc4ccc(Cl)cc4)nc3C#N)CC2)cc1	6%	5%	0%	i	8%	3	4%	30%	9
COc1ccc(CCNC(=O)c2ccc3c(=O)n(Cc4ccco4)c(=S)[nH]c3c2)cc1OC	-6%	-1%	-7%	i	14%	7	0%	1%	6
CCCCCCC1C(C#N)=C(N)OC2=C1C(=O)CC(C)(C)C2 (stereo not drawn)	-8%	4%	2%	i	4%	12	-5%	2%	2
O=S(=O)(Cc1ccc(Cl)cc1)N1CCN(Cc2ccccc2)CC1	1%	4%	22%	i	7%	7	3%	18%	10
CCCCCn1c(SCC(=O)OC)nc2c1c(=O)[nH]c(=O)n2C	-11%	-14%	-2%	i	6%	12	-3%	-6%	2
CCC1(C)C2(C#N)C(N)=NC(OC)(OC)C12C#N (stereo not drawn)	38%	18%	-1%	i	19%	0	.	.	8
O=C(Nc1ccc2nn(-c3ccccc3)nc2c1)c1ccc(Br)o1	11%	13%	5%	+	14%	18	-9%	5%	6	PMK inhibit pilot replicates=6.5;Spn MK inh pilot replicates=0.5;Spn DPM-DC inh pilot screen %=14*
CCC(C)(C)n1nnnc1C(c1ccc(O)c(OC)c1)N1CCN(c2nc3ccccc3s2)CC1 (stereo not drawn)	5%	-6%	-4%	i	13%	1	-5%	-4%	6
Cc1ccc(CNC(=O)Nc2cccs2)cc1	-9%	-8%	-5%	i	10%	3	19%	11%	7
Cc1c(-c2nc(N)nc(Nc3ccc(F)cc3)n2)oc2ccccc12	6%	12%	2%	i	12%	10	2%	9%	7
Cc1ccc(NC(=O)C2CCCN(S(=O)(=O)c3cnc[nH]3)C2)cc1F (stereo not drawn)	-10%	2%	-3%	i	23%	2	3%	1%	1	PMK inhibit pilot replicates=4.0;Spn MK inh pilot replicates=0.0;Spn DPM-DC inh pilot screen %=0.0
COc1ccccc1N(CC(=O)NCCc1ccccc1)S(C)(=O)=O	0%	3%	-6%	i	7%	6	-6%	18%	5
O=C(Cn1nnc(-c2ccncc2)n1)N(C1CCCCC1)C1CCCCC1	7%	-1%	-6%	i	7%	13	-17%	3%	0
COCCn1c(COc2ccc(C)cc2)nc2ccccc21	-22%	1%	3%	i	7%	12	-1%	5%	5
CCOC(=O)Cn1cc(-c2ccccc2)nn1	0%	-18%	5%	i	-3%	0	-6%	0%	10
COCCn1c(CN2CC(C)CC(C)C2)nc2c1c(=O)n(C)c(=O)n2C (stereo not drawn)	-1%	1%	15%	i	-4%	0	2%	1%	3

The results go on.
SMILES	HPDE-C7 cytotoxicity	KRASV12 cytotoxicity	Bfl-1 inhibitors	Spn DPM-DC inh	TNAP inhibition	PMK inhibit	HT1080 viability	LYP inhibition	Spn MK inh	others
COc1ccc(S(=O)(=O)N2CCc3ccccc32)cc1C(=O)OCc1nnc(-c2ccccc2)o1	1%	6%	-10%	i	11%	11	6%	-5%	3
Cc1ccc(C)n1-n1c(C)nc2sc3c(c2c1=O)CCCCC3	-12%	-12%	7%	i	4%	6	-3%	3%	0
O=C(Nc1nc(-c2ccc3c(c2)OCO3)cs1)c1ccncc1	-1%	-6%	7%	i	3%	11	-18%	-5%	13
Cc1onc(-c2ccccc2)c1C(=O)Nc1cc(C(F)(F)F)ccc1N1CCOCC1	69%*	60%*	0%	i	4%	10	59%*	8%	3
Cc1ccc(C(c2nnnn2Cc2cccs2)N2CCN(C(=O)c3ccco3)CC2)cc1 (stereo not drawn)	1%	2%	0%	i	3%	10	-1%	15%	0
COC(=O)c1[nH]c2ccc(C)cc2c1NC(=O)CN1CCC(C)CC1	-3%	-3%	-6%	i	17%	0	-4%	-2%	9	PMK inhibit pilot replicates=3.5;Spn MK inh pilot replicates=1.0;Spn DPM-DC inh pilot screen %=7.5
COc1cc(C(=O)NC2=NCCS2)ccc1OCc1c(C)noc1C	22%	19%	0%	i	15%	18	4%	7%	0
COc1cccc(-n2c(SCC(=O)NC3CCCCC3)nc3n[nH]c(C)c3c2=N)c1	-14%	6%	12%	i	5%	16	-3%	-3%	0
O=C(CSc1nnc(-c2ccccc2)c(-c2ccccc2)n1)N1CCOCC1	-5%	-3%	2%	i	16%	29	0%	.	3	PMK inhibit pilot replicates=2.0;Spn MK inh pilot replicates=1.0;Spn DPM-DC inh pilot screen %=0.0
CCOC(=O)CCc1c(C)c2ccc(OCC(=O)OC(C)C)cc2oc1=O	-21%	-26%	-5%	.	8%	6	-2%	-9%	4
COc1ccc(CN2CC(C(=O)NCCCN3CCN(C)CC3)CC2=O)cc1 (stereo not drawn)	0%	4%	-2%	i	8%	19	.	-6%	0
CCCn1c(=N)n(CC(=O)c2cccs2)c2ccccc21	-12%	-4%	2%	i	6%	10	-1%	3%	0	PMK inhibit pilot replicates=6.5;Spn MK inh pilot replicates=0.0;Spn DPM-DC inh pilot screen %=6.0
CCOC(=O)c1cc2c(=O)n3ccccc3nc2n(CCCOC)c1=NC(=O)C(C)(C)C	-27%	3%	5%	.	13%	0	.	.	13	PMK inhibit pilot replicates=3.0;Spn MK inh pilot replicates=9.5
Cc1cc(C(C)(C)C)c(O)c(C)c1CC1=NCCN1	-11%	6%	-4%	i	10%	0	9%	-24%	1	PMK inhibit pilot replicates=1.0;Spn MK inh pilot replicates=2.0;Spn DPM-DC inh pilot screen %=4.0
CCCCc1c(O)nc(SCC(=O)N2CCOCC2)n(-c2ccccc2C)c1=O	7%	0%	-7%	i	17%	6	-1%	10%	10
